# Screening data: PubChem BioAssay, National Center for Advancing Translational Sciences (NCATS)
# IL-1B inflam inh: blocks inflammasome-driven IL-1 beta release. activity change, % at 57.5 µM. AID 743279. THP-1 LPS/ATP IL-1B secretion, AlphaLISA, 16 h; active compounds read low. 4.7% of 360,000 active; in the data active = activity change below about -50%; inconclusive = mostly about -30% to -49%; also: % is scaled to controls: 0 for no effect and ±100 for the full control effect
#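 THP-1 cells pretreated 1 hr with compounds (up to 57.5 uM final), then stimulated with LPS (250 ng/mL final) plus ATP (1.25 mM final); secreted IL-1B measured by AlphaLISA after 16 hr, decreased signal indicating inhibition.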
# Nrf2 inh: blocks Nrf2 signaling; AID 504444; A549 ARE-Fluc reporter, luciferase luminescence, 18-24 h; Potency, µM (highest dose often 46 µM), inactives show at the top dose activity change, negative = inhibition, hits mostly inhibitors; 2.1% of 360,000 active; also: potency is read from the fitted curve at half-maximal effect; % is scaled to controls: 0 for no effect and ±100 for the full control effect; nearly all actives have a fitted effect of over 60% in size
#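 Quantitative HTS in A549 cells stably bearing an antioxidant response element-firefly luciferase construct. Inhibition of Nrf2-driven transcription was scored by luminescence after 18-24 h of compound exposure at 37 °C.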
# Nrf2 activator: activates Nrf2 signaling; AREc32 ARE-luciferase reporter (MCF7-derived line), luminescence, 24 h; Potency, µM (series often up to 46.1 µM), inactives show at the highest dose activation, most hits filed as activators; 0.31% of 410,000 active; AID 624171; also: potency is read from the fitted curve at half-maximal effect; % of control where 0% means no effect; nearly all actives have a fitted effect of over 65% in size
#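 AREc32_Fluc, 1000 cells/well, OPTI-MEM + 5% FBS, o/n 37 deg C 5% CO2; 23 nL cpd by pin tool, 24 hr; Steady-Glo 30 min RT, luminescence.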
# ATXN2 expr inh: reduces ATXN2 reporter expression in HEK-293 cells | HEK-293 ATXN2-luciferase reporter, luminescence, 24 h | Potency, µM (top dose mostly 57 µM), for the others: at the top dose activity change, negative = inhibition, hits mostly inhibitors | 0.72% of 360,000 active | AID 1745845; also: potency is read from the fitted curve at half-maximal effect; % is scaled to controls: 0 for no effect and ±100 for the full control effect; nearly all actives have a fitted effect of over 55% in size
#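 qHTS (up to 57 uM final) was run with 24 h compound exposure of reporter cells at 37 °C. Each well was multiplexed: SteadyGlo luminescence measured ATXN2-luciferase expression after a fluorogenic Gly-Phe-AFC viability readout (25 uM final).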
# TGFb SMAD3 inh: TGF-b pathway inhibition | HepG2 CAGA-GFP TGF-b/SMAD3 reporter, GFP fluorescence, 18 h; TGF-beta stimulated, 500 pg/mL final | Potency, µM (titrated, usually from 46.1 µM), inactives show at the highest dose activity, negative = inhibition, most hits filed as inhibitors | 1.2% of 410,000 active; also: potency is read from the fitted curve at half-maximal effect; % is scaled to controls: 0 for no effect and ±100 for the full control effect; nearly all actives have a fitted effect of over 65% in size
#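 Read-out: total well GFP (ex488/em500-530) summed from mean per-cell fluorescence. Cells: HEPG2 CAGA-GFP, 1% FBS DMEM, 18 h at 37 degrees C with 500 pg/mL final TGF-beta. Unstimulated wells served as the full-inhibition control; stimulated DMSO wells = 0%.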
# A549 viability: kills or reduces viability of A549 cells in Nrf2 counter-screen. A549 ARE-Fluc cells, CellTiter-Fluor viability, 18-24 h. AID 504648. Potency, µM (top dose mostly 46 µM), without a hit: at the top dose activity change, negative = cytotoxicity, usual class: inhibitors. 0.16% of 390,000 active; also: potency is read from the fitted curve at half-maximal effect; % is scaled to controls: 0 for no effect and ±100 for the full control effect
#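 Cytotoxicity counterscreen: CellTiter-Fluor fluorescence was measured in A549 ARE_Fluc cells after 18-24 h of compound exposure in a concentration series. The subsequent BugLite luminescent read reports ARE-luciferase activity.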
# HepG2 viability: counter-screen for TGF-b inhibitors: cytotoxicity in HepG2 cells; HepG2 CAGA-GFP viability, ATP luminescence, 18 h; Potency, µM (series often up to 46.1 µM), without a hit: at the highest dose activity change, negative = cytotoxicity, hits mostly cytotoxic; 0.76% of 410,000 active; also: potency is read from the fitted curve at half-maximal effect; some results filed as inactive show a strong effect at the top dose
#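 CellTiter-Glo luminescence gave cytotoxicity after 18 hours at 37 degrees C. The cells were HepG2 CAGA-GFP in 1% FBS DMEM, stimulated with 500 pg/mL TGF-beta after compound addition. %Activity was normalised to no-cell wells (complete cell-killing) and DMSO (no toxicity), and curves were fitted and classified.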
# ATXN viability: viability counter-screen for ATXN expression inhibitors; S2 cells (HEK-293 line with an ATXN2-luciferase reporter) viability, CellTiter-Fluor protease fluorescence, 24 h; AID 651635; 0.49% of 400,000 active; Potency, µM (series often up to 56.7 µM), most hits filed as cytotoxic; also: potency is read from the fitted curve at half-maximal effect; nearly all actives have a fitted effect of over 40% in size
# MCF10A rereplic: inducers of DNA re-replication in MCF 10A breast cells | Potency, µM (top dose mostly 46.1 µM), inactives show at the highest dose activity, positive = re-replication, actives largely listed as activators | 2.9% of 350,000 active | MCF 10A DNA re-replication, Hoechst nuclear intensity, 48 h; also: potency is read from the fitted curve at half-maximal effect; % of control where 0% means no effect; nearly all actives have a fitted effect of over 50% in size
# * hit, by the source's call; i = inactive; ? = inconclusive; . = no result given; [ ] = another dose, or the depositor's remark. Unless noted, calls follow the shape of the dose curve; as a rule, active = well fitted curve in the direction sought with a large enough effect; inconclusive = small, poorly fitted or top-dose-only effect, or another doubt; inactive = no such curve, though single readings can be large; an effect the other way counts as inactive or inconclusive.
SMILES,IL-1B inflam inh,Nrf2 inh,Nrf2 activator,ATXN2 expr inh,TGFb SMAD3 inh,A549 viability,HepG2 viability,ATXN viability,MCF10A rereplic
Cn1c(SCC(=O)c2ccccc2)nnc1-c1ccncc1,-7,-3%,-0.3%,-4%,2%,0%,-7%,i,2%
O=C(COc1ccccc1[N+](=O)[O-])N/N=C/c1ccc[nH]1,-4,1%,2.9%,11%,0%,2%,8%,i,?
CC1CCCCC12NC(=O)N(CC(=O)NCc1ccc3c(c1)OCO3)C2=O (stereo not given),0,1%,0.3%,.,-6%,8%,10%,i,0%
CC(C)Sc1nc2c(c(=O)n(C)c(=O)n2C)n1C,23,3%,2.4%,4%,0%,0%,2%,i,17%
CCOc1ccc(Nc2nc(N3CCCC3)nc(N3CCN(c4ccc(OC)cc4)CC3)n2)cc1,0,-10%,-0.8%,.,0%,6%,5%,i,-2%
CC(C)C(c1nnnn1Cc1ccco1)N1CCN(c2nc3ccccc3s2)CC1 (stereo not given),?,?,1.0%,?,-1%,0%,-7%,i,?
CC1(C(=O)N2CCCCC2)CCN1C(=O)C1(c2ccccc2)CC1 (stereo not given),21,.,-0.5%,-5%,-2%,.,0%,i,.
COc1cc(OC)cc(C(=O)NCC(=O)OCC(=O)Nc2ncc(Cl)cc2Cl)c1,-17,3%,2.9%,3%,0%,-4%,2%,?,-1%
CCc1nc2sc3c(Cl)ncnc3c2c2c1CCCC2,12,-4%,0.1%,14%,-3%,-1%,2%,i,0%
CC(C)NC(=O)NC(=O)CSc1ncccn1,-9,6%,0.0%,7%,14%,-1%,-1%,i,-33%[inhibitor]

# In a second layout: three of the compounds above
SMILES | IL-1B inflam inh | Nrf2 inh | Nrf2 activator | ATXN2 expr inh | TGFb SMAD3 inh | A549 viability | HepG2 viability | ATXN viability | MCF10A rereplic
O=C(COc1ccccc1[N+](=O)[O-])N/N=C/c1ccc[nH]1 | -4 | 1% | 2.9% | 11% | 0% | 2% | 8% | i | ?
CCc1nc2sc3c(Cl)ncnc3c2c2c1CCCC2 | 12 | -4% | 0.1% | 14% | -3% | -1% | 2% | i | 0%
CCOc1ccc(Nc2nc(N3CCCC3)nc(N3CCN(c4ccc(OC)cc4)CC3)n2)cc1 | 0 | -10% | -0.8% | . | 0% | 6% | 5% | i | -2%

# (cont.)
SMILES,IL-1B inflam inh,Nrf2 inh,Nrf2 activator,ATXN2 expr inh,TGFb SMAD3 inh,A549 viability,HepG2 viability,ATXN viability,MCF10A rereplic
CC(C)N1C(=O)CCC1C(=O)NCc1ccc(F)cc1Cl (stereo not given),-2,8%,0.4%,8%,0%,0%,-6%,i,1%
Cc1ccc(NC(=O)c2cnc(N3CCCCC3)c3ccccc23)c(C)c1,.,.,0.3%,.,54%[activator],0%,-3%,.,.
Cc1ccc2c(c1)c1ncn(CCC3=CCCCC3)c(=O)c1n2C,10,-8%,2.1%,8%,-7%,-17%,-11%,i,21%
Cc1ccc2c(=O)cc(C(=O)Nc3nc4ccc(Cl)cc4s3)oc2c1C,.,22%,0.7%,1%,2%,0%,-4%,i,.
COc1ccc(/C=C(/NC(=O)/C=C/c2ccccc2)C(=O)N2CCOCC2)cc1,2,14%,0.1%,5%,-18%,-19%,-35%,i,-1%
Clc1ccccc1-c1nnc(SCc2nc(-c3ccccc3)no2)n1-c1ccccc1,.,15µM*,-1.2%,?,?,-29%,-28%,?,.
COc1ccc(N2CCN(C(=O)c3cc4c(=O)n(Cc5cccs5)ccc4nc3C)CC2)cc1,.,?,0.3%,.,-35%,5%,-11%,.,.
COc1ccc2c(c1)c(=O)c(C(=O)c1ccccc1)cn2CC(=O)Nc1ccc2c(c1)OCCO2,.,-6%,-1.0%,3%,12%,-2%,-2%,?,.
COc1ccc(-c2nc(-c3ccccc3)c(-c3ccccc3)[nH]2)cc1Br,.,-6%,5.0%,-3%,?,5%,-27%,i,.
CN1CCn2c1nc(N1CCOCC1)nc2=O,10,27%,0.3%,0%,30%[activator],-2%,0%,i,-9%
CCCCn1c(N)c(N(CC(C)C)C(=O)CCNC(=O)c2ccc(Br)cc2)c(=O)[nH]c1=O,-9,3%,-0.4%,3%,-16%,-2%,-1%,i,-9%
N#C/C(=C/c1ccco1)C(N)=S,2,-7%,2.8%,-4%,-1%,3%,-26%,i,0%
O=C(CNCc1ccc(F)cc1)Nc1ccc(S(=O)(=O)N2CCOCC2)cc1,-15,12%,-0.6%,-8%,-5%,-1%,-9%,i,3%
Cc1ccc(Cl)cc1NC(=O)CSc1ccc(C(=O)O)cn1,.,17%,0.7%,10%,-15%,-1%,7%,i,.
CCOc1ccc(/C=C2/Sc3ccc(C(=O)N4CCOCC4)cc3N(C)C2=O)cc1OC,-62*,?,10%,-15%,-12%,-14%,-7%,i,?
Cc1ccc(-n2c(C)cc(/C=N/Nc3ccc([N+](=O)[O-])cn3)c2C)c(C)c1,-17,5%,5.9%,-13%,-7%,-3%,-2%,i,?
Cc1cc(C)cc(NS(=O)(=O)c2ccc3c(c2)C(C)(C)C(=O)N3C)c1,-3,-18%,2.7%,7%,?,7%,-2%,i,-2%
O=S(=O)(c1ccccc1)c1nc(-c2ccccc2Cl)oc1N1CCCCCC1,.,-13%,4.0%,-6%,5%,-11%,-6%,i,.
O=C(CCCCCCC(=O)c1ccccc1)c1ccccc1,-7,-1%,-0.7%,-15%,-1%,3%,-21%,i,1%
Cn1cc(CN2CCC(Oc3ccc(C(=O)N4CCCC4)cc3)CC2)cn1,-1,0%,-0.6%,6%,-27%,-18%,7%,?,0%
CCN1CCCC(OC(=O)Nc2ccccc2)C1 (stereo not given),0,22%,0.4%,1%,-1%,0%,11%,i,-1%
CC(Cc1ccccn1)NC(=O)c1ccc(OC2CCN(CCc3ccccc3)CC2)cc1 (stereo not given),i,5%,4.6%,6%,15%,-11%,-11%,?,3%
COc1cccc(N2CCN(Cc3ccsc3)CC2)c1,11,4%,-0.5%,14%,5%,-7%,-1%,?,1%
Cc1ccc(S(=O)(=O)Nc2ncnc3sc(C)c(C)c23)cc1,37,?,-0.2%,-13%,0%,1%,-17%,i,?
Cc1c(Cl)cccc1NC(=O)c1ccc(NC(=O)N2CCSc3ncccc32)cc1,.,1%,3.4%,.,?,-7%,-23%,.,.
COc1ccc(NC(=O)Nc2ccc(C)cc2OC(F)F)cc1OC,-11,?,-0.5%,3%,1%,-10%,-5%,?,-1%
CCC(C(=O)OCC(=O)Nc1ccc(SC(F)F)cc1)c1ccccc1 (stereo not given),0,-23%,-1.6%,2%,2%,-5%,-3%,i,?
Cc1ccc(NC(=O)c2sc3ncn(CC(=O)N4CCN(c5ccccn5)CC4)c(=O)c3c2C)cc1Cl,17,?,4.7%,.,?,-8%,-62%,?,-7%
CCOC(=O)CC1=C(C(=O)OCC)C(c2ccc(OC)c(OC)c2)C(C#N)=C(N)O1 (stereo not given),-15,3%,4.0%,-10%,0%,0%,-11%,i,2%
Cc1cc(C(=O)OCC(=O)NCc2ccccc2)c(C)o1,39,-9%,0.2%,10%,0%,3%,-14%,i,1%
CCOC(=O)c1c(C)oc2ccc(OCC(=O)C(C)(C)C)cc12,1,5%,1.9%,12%,-7%,7%,-24%,i,-1%
O=C(Nc1ccc(N2CCOCC2)cc1N1CCOCC1)c1ccc(Br)cc1,-9,-3%,0.0%,0%,2%,1%,6%,i,-7%
CC(CCc1ccccc1)NC(=O)Cc1ccccc1 (stereo not given),-2,11%,-0.2%,0%,-11%,2%,5%,i,12%
CCOc1ccc(CNC(=S)N/N=C/c2ccncc2)cc1,23,2%,3.3%,.,-32%,29%,-33%,?,0%
CCCCn1c(N)c(N(CCOC)C(=O)c2cnc(C)cn2)c(=O)[nH]c1=O,7,2%,-0.1%,3%,3%,-10%,20%,i,0%
COc1ccc(-c2cc(CNC(=O)CN(C)Cc3ccccc3)on2)cc1,-1,-6%,-0.8%,-4%,?,-2%,-9%,i,-2%
Nc1cc(C(=O)c2cccs2)ccc1Cl,-13,?,5.0%,35%[activator],0%,-6%[1.84 µM],-19%,i,?
Cc1nc(-c2ccc(S(=O)(=O)Nc3ccc(Cl)c(C(F)(F)F)c3)cc2)co1,.,.,3.8%,8%,?,17%,-42%,i,.
NC(N)=NC(N)=Nc1ccccc1,?,7%,-0.9%,5%,-2%,1%,-12%,i,-2%
Cc1nc(N/N=C\c2ccc3c(c2)OCO3)sc1C,-27,?,3.3%,58%[activator],19%,1%,-5%,i,20%
COc1cc(OC)cc(C(=O)N[C@H](C(=O)OCC(=O)Nc2ccc(C(N)=O)cc2)C(C)C)c1,0,-2%,-0.9%,-14%,?,8%,-29%,i,18%
CN(Cc1ccccc1)C(=O)COc1ccccc1,-11,6%,-0.4%,3%,-8%,-1%,-24%,i,-1%
COc1ccc(NC(=O)C(=O)NCc2ccco2)c(OC)c1,.,5%,11%,0%,1%,-4%,-49%,i,.
CN(NC(=O)c1ccccc1F)c1ncccc1[N+](=O)[O-],0,10%,-0.9%,-29%,23%,0%,8%,i,0%
CC(C)(C)OC(=O)N1CCC(c2nnc(SCc3ccccc3Cl)o2)CC1,.,-21%,0.3%,-25%,-13%,-3%,-24%,i,.
CCC1CCc2c(sc(NC(=O)C3c4ccccc4Oc4ccccc43)c2C(N)=O)C1 (stereo not given),-7,6%,-0.4%,-5%,-6%,-1%,-10%,i,?
O=C(NCCCN1CCOCC1)c1cc(-c2ccc(Cl)s2)nc2ccccc12,-78*,-1%,4.4%,-11%,-15%,-1%,0%,i,?
CN(C)c1ccc(CNC(=O)c2ccccc2NC(=O)c2nsc3ccccc23)cc1,.,.,6.8%,8%,0%,8%,0%,i,.
O=C1c2cccc3cccc(c23)C(=O)N1/N=C/c1ccc(O)cc1O,-19,-13%,12%,0%,15%,0%,3%,i,-3%

# Random draw from the library, and some 8.8% of all compounds hit somewhere here.
